PAD4 FP inh – PAD4 (human) enzyme inhibition | Q9UM07 | recombinant PAD4, RCA probe fluorescence polarization | inhibition, % at 6.36 µM | actives 0.41% (n = 330,000) | AID 485272;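 active means percent inhibition above a cutoff equal to the mean of all tested compounds plus 3 SD, cut at about 15% in these data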;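 further: 0% = PAD4 with RCA probe and DMSO and 100% = probe without PAD4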
LYPLA1 inh – LYPLA1 (human) inhibition in PME1 counter-screen; actives 0.16% (n = 320,000); recombinant LYPLA1, FP-Rh probe fluorescence polarization; O75608; inhibition, % at 5.9 µM;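 active means inhibition above the mean of all tested compounds plus 3 SD, set per campaign, cut at about 14% in these data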;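 further: inhibitors block serine hydrolase probe labeling of LYPLA1 so polarization falls; 0% = enzyme with DMSO and 100% = wells lacking LYPLA1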
PAFAH1B3 FP inh – blocks human PAF acetylhydrolase 1B catalytic subunit 3 | AID 492972 | recombinant PAFAH1B3, FP-rhodamine probe, fluorescence polarization | actives 0.28% (n = 340,000) | Q15102 | inhibition, % at 3.39 µM;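 active means inhibition above the screen-wide average of all tested compounds plus 3 SD, cut at about 25% in these data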;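 further: 0% = enzyme with DMSO only and 100% = wells lacking PAFAH1B3 protein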
GSTO1 inh – blocks human GSTO1 in RBBP9 counter-screen | P78417 | recombinant GSTO1, activity-based probe fluorescence polarization | inhibition, % at 5.96 µM | actives 1.1% (n = 300,000);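 active means inhibition above the campaign mean inhibition plus 3 SD, cut at about 35% in these data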;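 further: 0% = GSTO1-1 with DMSO and 100% = wells lacking GSTO1-1 enzyme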
Target sequence (P78417 whole entry, looked up): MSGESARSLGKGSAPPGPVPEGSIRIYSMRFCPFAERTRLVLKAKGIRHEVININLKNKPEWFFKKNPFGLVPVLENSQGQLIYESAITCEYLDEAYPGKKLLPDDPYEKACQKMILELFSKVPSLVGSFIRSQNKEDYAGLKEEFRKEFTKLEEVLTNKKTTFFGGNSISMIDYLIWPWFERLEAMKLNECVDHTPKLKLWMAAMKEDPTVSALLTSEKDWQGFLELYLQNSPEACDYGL
PAFAH1B2 FP inh – inhibitors of human PAFAH1B2 | recombinant PAFAH1B2, FP-rhodamine activity probe, fluorescence polarization | inhibition, % at 3.39 µM | actives 1.2% (n = 340,000) | AID 492953;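 active means inhibition above the mean of all tested compounds plus 3 SD, cut at about 24% in these data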;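 further: 0% = enzyme with DMSO and 100% = wells lacking PAFAH1B2; many of its hits are not listed in these tables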
Target sequence (P68402 whole entry, looked up): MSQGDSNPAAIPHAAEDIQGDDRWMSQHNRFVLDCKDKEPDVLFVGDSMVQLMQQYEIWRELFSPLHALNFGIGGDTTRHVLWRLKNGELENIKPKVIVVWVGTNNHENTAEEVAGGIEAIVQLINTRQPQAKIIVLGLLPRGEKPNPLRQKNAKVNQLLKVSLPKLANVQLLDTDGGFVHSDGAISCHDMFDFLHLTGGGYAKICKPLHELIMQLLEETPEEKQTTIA
Fam108B counter – counter-screen for RBBP9 inhibitors: inhibitors of mouse Fam108B; recombinant Fam108B, FP-Rh probe fluorescence polarization; inhibition, % at 9.51 µM; actives 0.33% (n = 300,000);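 active means inhibition above the screen mean inhibition plus 3 SD, computed separately per campaign, cut at about 18% in these data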;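 further: inhibitors lower polarization as less probe binds the enzyme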
pPAFAH inh – inhibitors of human plasma PAF acetylhydrolase (pPAFAH). AID 463082. recombinant pPAFAH, FP-rhodamine probe fluorescence polarization. Q13093. actives 1.5% (n = 330,000). inhibition, % at 3.39 µM;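 active means inhibition above the mean inhibition across the screen plus 3 SD, cut at about 25% in these data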;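 further: inhibitors block binding of the rhodamine activity-based probe so polarization drops; 0% = enzyme with DMSO and 100% = wells lacking pPAFAH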
PME-1 primary – blocks human protein phosphatase methylesterase 1. actives 0.53% (n = 320,000). recombinant PME-1, FP-Rh probe fluorescence polarization. inhibition, % at 5.9 µM. AID 2130. Q9Y570;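 active means inhibition above the campaign mean of all compounds plus 3 SD, cut at about 26% in these data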;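 further: competitive labeling of PME-1 active site by serine hydrolase directed probe; 0% = PME-1 with DMSO and 100% = wells lacking PME-1 enzyme; inhibitors block probe labeling so polarization falls and inhibition rises; many of its hits are not listed in these tables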
Target sequence (Q9Y570 whole entry, looked up): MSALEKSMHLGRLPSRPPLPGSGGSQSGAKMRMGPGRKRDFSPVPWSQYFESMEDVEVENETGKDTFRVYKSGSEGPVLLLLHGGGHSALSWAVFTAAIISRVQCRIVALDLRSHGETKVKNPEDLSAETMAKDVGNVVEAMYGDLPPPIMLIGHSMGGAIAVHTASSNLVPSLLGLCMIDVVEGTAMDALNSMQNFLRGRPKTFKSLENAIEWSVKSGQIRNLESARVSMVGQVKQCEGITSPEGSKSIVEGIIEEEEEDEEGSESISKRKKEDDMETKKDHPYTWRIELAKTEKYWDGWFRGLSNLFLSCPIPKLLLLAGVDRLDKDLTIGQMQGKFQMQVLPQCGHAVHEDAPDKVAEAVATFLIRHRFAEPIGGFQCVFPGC
PAFAH2 FP inh – inhibitors of human PAFAH2; Q99487; recombinant PAFAH2, FP-rhodamine activity probe, fluorescence polarization; inhibition, % at 3.39 µM; actives 0.99% (n = 340,000);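 active means inhibition above the mean over all tested compounds plus 3 SD, cut at about 30% in these data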;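 further: inhibitors block probe labeling of enzyme so polarization drops; 0% = enzyme with DMSO and 100% = wells lacking PAFAH2 protein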
Starred values were filed as active, the others as inactive; · = no result given; & = joins results of further samples.

cpd	Structure	PAD4 FP inh	LYPLA1 inh	PAFAH1B3 FP inh	GSTO1 inh	PAFAH1B2 FP inh
1	O=C(NCc1ccncc1)C(=O)N/N=C/c1ccccn1	-3	0	1	-2	7
2	COc1ccc(-c2cc(C(=O)Nc3cnn(Cc4ccccc4C)c3)no2)cc1OC	1	-1	2	-3	-1
3	O=C(COC(=O)c1ccc(Cl)nc1)Nc1ccccc1OC(F)F	2	0	-2	4	-1
4	CCn1c(SCC(=O)N(C)c2c(N)n(Cc3ccccc3)c(=O)[nH]c2=O)nc2ccccc21	3	0	0	0	2
5	CC(=O)N(O)CCCCCNC(=O)CCC(=O)N(O)CCCCCNC(=O)CCC(=O)N(O)CCCCCN	4	2	5&1	-1	2&-5
6	CCn1c2ccc(Cl)cc2c2nc3ccccc3nc21	-1	3	·	3	·
7	Cc1ccc(S(=O)(=O)NNC(=O)c2cnn(-c3ccccc3)c2-n2cccc2)cc1	4	2	2	10	28*
8	COc1ccccc1N1CCN(C(=O)c2nn(C)c3c2CS(=O)(=O)c2ccccc2-3)CC1	3	-3	8	0	2
9	Cc1ccc(OCC(=O)OCCN2C(=O)c3ccccc3C2=O)cc1C	0	4	10	5	3
10	CC1C/C(=C/c2cccs2)C(=O)/C(=C/c2cccs2)C1 (centres undefined)	-6	-7	-5	8	-6
11	CC(C)(C)n1[nH]c2c3c(ccc2c1=O)C(=O)c1ccccc1C3=O	-2	5	-1	14	3
12	CC(=O)N1N=C(c2cccc(Cl)c2)OC1c1cccc([N+](=O)[O-])c1 (centres undefined)	4	-2	8	1	1

cpd	Fam108B counter	pPAFAH inh	PME-1 primary	PAFAH2 FP inh
1	3	5	4	-1
2	2	-2	-4	-6
3	1	1	1	19
4	5	8	2	-2
5	-5	-2	-5	6&4
6	-2	6	-9	·
7	1	5	4	9
8	-4	2	-2	3
9	-7	8	3	10
10	-6	16	4	-5
11	3	7	6	4
12	5	4	7	0

An excerpt from above, showing only PAFAH2 FP inh and PAFAH1B3 FP inh.
cpd	Molecule	PAFAH2 FP inh	PAFAH1B3 FP inh
2	COc1ccc(-c2cc(C(=O)Nc3cnn(Cc4ccccc4C)c3)no2)cc1OC	-6	2
3	O=C(COC(=O)c1ccc(Cl)nc1)Nc1ccccc1OC(F)F	19	-2
4	CCn1c(SCC(=O)N(C)c2c(N)n(Cc3ccccc3)c(=O)[nH]c2=O)nc2ccccc21	-2	0
5	CC(=O)N(O)CCCCCNC(=O)CCC(=O)N(O)CCCCCNC(=O)CCC(=O)N(O)CCCCCN	6&4	5&1

An excerpt from above in order of the pPAFAH inh value, low to high.
item | mol | PAD4 FP inh | PAFAH1B3 FP inh | PAFAH1B2 FP inh | pPAFAH inh | PME-1 primary | PAFAH2 FP inh
8 | COc1ccccc1N1CCN(C(=O)c2nn(C)c3c2CS(=O)(=O)c2ccccc2-3)CC1 | 3 | 8 | 2 | 2 | -2 | 3
1 | O=C(NCc1ccncc1)C(=O)N/N=C/c1ccccn1 | -3 | 1 | 7 | 5 | 4 | -1
6 | CCn1c2ccc(Cl)cc2c2nc3ccccc3nc21 | -1 | · | · | 6 | -9 | ·
9 | Cc1ccc(OCC(=O)OCCN2C(=O)c3ccccc3C2=O)cc1C | 0 | 10 | 3 | 8 | 3 | 10

(list continues)
cpd	Structure	PAD4 FP inh	LYPLA1 inh	PAFAH1B3 FP inh	GSTO1 inh	PAFAH1B2 FP inh
13	CN(C)CCNC(=O)c1c(NC(=O)c2ccccc2)sc2c1CCCC2	3	3	1	-6	0
14	CC(=O)NC(Cc1cc(C)ccc1C)C(=O)N1CCN(C(=O)c2ccccc2Br)CC1 (centres undefined)	4	1	1	1	-5
15	Cc1ccc(S(=O)(=O)Nc2ccccc2C(=O)N2CCCCC2)cc1	1	2	0	-9	10
16	O=C(Nc1ccccc1Cl)c1cc(S(=O)(=O)N2CCCC(C(=O)O)C2)ccc1F (centres undefined)	-2	-2	8	27	-1
17	O=C(CCCN1C(=O)c2ccccc2C1=O)NCCN1C(=O)S/C(=C\c2cccs2)C1=O	0	-5	-2	2	5
18	CCCNC(=O)Cn1nc(C(F)(F)F)c2c1CCCC2	3	-1	11	-4	5
19	O=C(CN(C(=O)CCC(=O)Nc1nccs1)c1cccc(F)c1)NCc1ccc(F)cc1	-2	2	7	1	5
20	C[C@H](CO)N1C[C@H](C)[C@H](CN(C)Cc2ccncc2)Oc2ccc(NC(=O)Nc3ccc(C(F)(F)F)cc3)cc2CC1=O	-5	·	6	·	11
21	CCOc1cc(/C=N/NC(=O)c2cccc(S(=O)(=O)N3CCCC3)c2)ccc1OCC(=O)N(C)C	3	-1	2	3	4
22	Cc1c(NC(=O)c2ccc(S(=O)(=O)N3CCOCC3)cc2)c(=O)n(-c2ccccc2)n1C	8	-4	11	13	5
23	CCOC(=O)C(Cc1ccccc1)NC(=O)CNC(C)=O (centres undefined)	5	-1	1	2	0
24	O=S1(=O)[C@H]2C[C@@H]3C=C[C@]2(CN1Cc1ccc(C(F)(F)F)cc1)O3	0	-3	-7	5	-4

cpd	Fam108B counter	pPAFAH inh	PME-1 primary	PAFAH2 FP inh
13	-1	5	8	9
14	1	-2	6	-4
15	-2	4	21	21
16	3	5	5	-5
17	1	2	9	1
18	-2	3	3	-1
19	-1	5	3	-4
20	·	2	·	-23
21	3	0	1	3
22	6	5	-6	-5
23	-2	-1	-7	2
24	-3	6	2	7

Next section.
cpd	Structure	PAD4 FP inh	LYPLA1 inh	PAFAH1B3 FP inh	GSTO1 inh	PAFAH1B2 FP inh
25	CC(C)CN(c1ccccc1)S(=O)(=O)c1nnc(NC(=O)C(C)C)s1	0	-2	8	-8	11
26	COc1cc(CNCc2ccccn2)ccc1OCc1cccc(Cl)c1	3	1	9	7	0
27	CCN(CC)c1ccc(C2C(C(C)=O)C(=O)CC(C)(O)C2C(C)=O)cc1 (centres undefined)	0	-2	0	-1	2
28	CCOC(=O)c1cnn(-c2cc(C(C)(C)C)nc3c(-c4ccccc4)c(C)nn23)c1N	-3	1	-3	-1	2
29	Cc1ccc(C)c(-n2nnnc2SCC(=O)Nc2c(C)n(C)n(-c3ccccc3)c2=O)c1	5	3	-1	-2	-3
30	COc1ccccc1NC(=O)Nc1ccnn1Cc1cccs1	3	1	3	-1	4
31	N#CC1=C(SCC(=O)c2cc3ccccc3oc2=O)NC(=O)C(C#N)C12CCCC2 (centres undefined)	-7	-5	-3	2	-3
32	CC(=O)c1ccc(S(=O)(=O)N2CCN(C)CC2)cc1	-5	-1	5	11	6
33	CCOC(=O)C1=C(COC(=O)c2ncc(Cl)c(Cl)c2Cl)NC(=O)NC1C (centres undefined)	-1	-2	1	0	3
34	Cc1noc(C)c1S(=O)(=O)N1CCCC(C(=O)Nc2cccnc2)C1 (centres undefined)	-2	0	-3	14	7
35	O=C(NC(=S)Nc1ccccc1Br)C1CC1	2	1	6	8	-4
36	Cc1cc(NC(=O)c2ccccc2)ncc1NC(=O)c1cccs1	-2	-4	3	-3	1

cpd	Fam108B counter	pPAFAH inh	PME-1 primary	PAFAH2 FP inh
25	4	1	-6	-6
26	-2	-1	0	4
27	0	3	1	5
28	5	8	5	-2
29	-1	3	-4	2
30	1	5	-2	2
31	1	16	4	7
32	0	5	2	4
33	3	0	-1	-1
34	1	-4	-4	-3
35	2	-5	-2	-2
36	-3	-3	1	-4

Next entries:
cpd	Structure	PAD4 FP inh	LYPLA1 inh	PAFAH1B3 FP inh	GSTO1 inh	PAFAH1B2 FP inh
37	CCCCCn1c(CN2CCCCC2C)nc2c1c(=O)n(C)c(=O)n2C (centres undefined)	-7	-1	5	4	2
38	CC(CN1CCCCC1)OC(=O)c1ccccc1F (centres undefined)	-5	-2	-1	0	4
39	COc1ccc(NC(=O)c2ccc(-c3ccccc3Cl)o2)cc1	2	-2	2	-3	2
40	CCOC(=O)C1=C(CC)Nc2ccccc2N=C1NC(=O)c1cc(S(=O)(=O)N2CCOCC2)ccc1C	0	·	12	·	7
41	CN(C)S(=O)(=O)c1cccc(-c2nnc(SCc3ccc4c(c3)OCCO4)o2)c1	-1	2	2	1	2
42	COC(=O)CN1C(=O)S/C(=C/c2cc(C)n(C)c2C)C1=O	-1	2	0	0	3
43	CCCC(=O)N(CCN1CCOCC1)c1nc2c(F)cc(F)cc2s1	-1	1	5	3	3
44	CCN1/C(=C2\C(=O)N(c3ccccc3)N=C2C)C=Cc2cc(C)ccc21	3	6	1	11	-2
45	Cc1onc(-c2ccccc2Cl)c1C(=O)N1CCCCC1C(=O)O (centres undefined)	2	-1	2	0	8
46	CCCCN=C1SC(C(=O)Nc2sc3c(c2C(=O)OC)CCC3)C(N)=C1C(=O)N1CCOCC1 (centres undefined)	4	-2	3	-3	-1
47	C=CCN1CC(c2nc3ccccc3n2CCOc2ccccc2)CC1=O (centres undefined)	-8	-2	13	1	4
48	CCc1ccccc1NC(=O)C1CCCC1	-3	4	·	5	·

cpd	Fam108B counter	pPAFAH inh	PME-1 primary	PAFAH2 FP inh
37	-5	-3	-2	-12
38	0	5	-1	-7
39	2	5	-4	6
40	·	2	·	3
41	-5	6	2	2
42	0	2	3	-6
43	0	4	-1	2
44	-2	-3	2	1
45	0	6	2	4
46	1	4	-5	3
47	1	7	-10	6
48	-4	2	4	·

(list continues)
cpd	Structure	PAD4 FP inh	LYPLA1 inh	PAFAH1B3 FP inh	GSTO1 inh	PAFAH1B2 FP inh
49	O=S(=O)(Nc1ccccc1N1CCOCC1)c1ccc(F)c(Cl)c1	0	-4	-6	2	2
50	Cc1cc(C)n(CC(=O)N2c3ccccc3Sc3ccccc32)n1	3	0	5	14	7
51	O=C(CC1NC(=O)NC1=O)Nc1ccccc1 (centres undefined)	-2	1	5	9	-2
52	CC(C)CC1NC(=O)N(CC(=O)Nc2ccccc2-c2ccccc2)C1=O (centres undefined)	-4	0	10	3	3
53	CCCOc1nc2c(c(=O)n(C)c(=O)n2C)n1CCC	-3	0	4	-2	4
54	Cc1c(C(=O)Nc2ccccc2)sc2nc3n(c(=O)c12)CCCCC3	-5	1	-15	8	-2
55	COCCN(C(=O)CSc1nc2ccccc2c(=O)n1CCOC)c1c(N)n(Cc2ccccc2)c(=O)[nH]c1=O	0	-1	5	4	7
56	COc1ccc(C2Nc3ccccc3C(=O)N2NS(=O)(=O)c2ccccc2)cc1 (centres undefined)	-1	-3	-5	6	2
57	O=C(CN1C(=O)NC2(CCCCC2)C1=O)N1CCN(S(=O)(=O)c2ccc(F)cc2)CC1	-3	3	10	8	6
58	CC(=O)Nc1ccc(N2C(=O)CSC2c2ccccc2)cc1 (centres undefined)	1	-2	-1	-2	11
59	O=C(Nc1ccc(Cl)cc1)N1CCOC12CCC1(CC2)OCCO1	5	-2	1	-8	-3
60	CC(=O)/C=C/c1ccc(C)o1	2	4	7	9	7

cpd	Fam108B counter	pPAFAH inh	PME-1 primary	PAFAH2 FP inh
49	-2	7	12	0
50	-2	-5	-10	-4
51	0	-1	1	-1
52	-5	-6	-1	-8
53	2	-2	-5	7
54	-13	3	-7	-11
55	4	3	1	1
56	1	-6	-4	5
57	4	-3	4	-1
58	-2	2	-4	5
59	0	-2	-3	-2
60	-2	-4	-3	1

A portion of the library; the hit share may differ from the screen's.
